# Screens as filed in PubChem BioAssay.
# p53null 32C tox: qHTS Screen for Compounds that Selectively Target Cancer Cells with p53 Mutations: Cytotoxicity of p53 Null Cells at the Permissive Temperature; H1299-neo p53 null cells, ATP luminescence, 24 h, 32C; Potency, µM (highest dose often 46.1 µM), without a hit: at the top dose activity change, negative = cytotoxicity, hits mostly cytotoxic; hit rate 0.62% among 55,000;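 further: potency means the concentration at half of the fitted maximal effect; 0% = DMSO only and -100% = full killing by 100 µM tamoxifen; nearly all actives have a fitted effect of over 55% in size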
#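 H1299-neo (p53-null) cells, 600/well, were pre-incubated overnight at 37C, then exposed to compounds at up to 46 uM for 24 hr at 32C. Viability was measured as ATP content by luminescence, and AC50 values came from Hill fits.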
# PTAP-TSG101 blk: qHTS Validation Assay for Inhibitors of HIV-1 Budding by Blocking the Interaction of PTAP/TSG101: Sytravon Library Screen. Tumor susceptibility gene 101 protein (Homo sapiens), Q99816. Fluorescence polarization, FITC-PTAP peptide/Tsg101, 20 min. Potency, µM (top dose mostly 115 µM), inactives show at the top dose activity change, negative = inhibition, most hits filed as inhibitors. 44,000 tested, under 10 active; further: potency means the concentration at half of the fitted maximal effect; 0% is about no effect
#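 Steps: Tsg101 binding domain (10 uM final) in HEPES pH 7.5/NaCl/Tween 20/EDTA/TCEP; add compound; add FITC-PTAP peptide (50 nM final); incubate 20 min r.t.; read polarization.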
# GALK inh: qHTS Assay for Inhibitors of Human Galactokinase (GALK): NCGC Sytravon Library Screen; recombinant GALK, Kinase-Glo ATP luminescence, 1 h; Potency, µM (series often up to 57.5 µM), for the others: at the highest dose activity, negative = inhibition, usual class: inhibitors; 44,000 tested, under 10 active; AID 1347072, 2019;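 further: plate controls were full GALK reaction for no effect and reaction lacking GALK for full effect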
# Target sequence (P51570 whole entry, looked up): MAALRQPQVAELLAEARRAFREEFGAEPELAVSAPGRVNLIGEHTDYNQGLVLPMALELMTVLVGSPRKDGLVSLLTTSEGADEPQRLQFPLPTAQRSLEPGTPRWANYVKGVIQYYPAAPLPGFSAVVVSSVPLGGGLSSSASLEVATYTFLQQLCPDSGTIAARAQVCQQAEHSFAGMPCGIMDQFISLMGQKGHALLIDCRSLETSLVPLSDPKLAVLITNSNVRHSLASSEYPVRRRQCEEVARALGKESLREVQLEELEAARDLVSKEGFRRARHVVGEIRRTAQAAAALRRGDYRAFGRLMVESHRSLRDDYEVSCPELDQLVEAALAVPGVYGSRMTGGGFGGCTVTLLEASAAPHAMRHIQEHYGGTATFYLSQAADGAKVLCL
#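 Human GALK (5 nM) was incubated with 35 uM ATP and 100 uM galactose in 20 mM HEPES pH 8.0 with MgCl2, NaCl, DTT and BSA for 1 h at room temperature. Remaining ATP was measured by Kinase-Glo Plus luminescence.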
# p53null 39C tox: qHTS Screen for Compounds that Selectively Target Cancer Cells with p53 Mutations: Cytotoxicity of p53 Null Cells at the Nonpermissive Temperature. H1299 p53-null (neo) cells, 39C, ATPlite viability, 24 h. Potency, µM (top dose mostly 46.1 µM), inactives show at the top dose activity, negative = cell killing, most hits filed as cytotoxic. hit rate 0.97% among 55,000. AID 904, 2007;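 further: potency means the concentration at half of the fitted maximal effect; 0% = DMSO only and -100% = full killing by 100 µM tamoxifen; nearly all actives have a fitted effect of over 50% in size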
#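 Concentration-response (up to 46 uM) was run for 24 h at the nonpermissive 39C on H1299-p53A138V or H1299-neo cells. ATP content was measured with ATPlite luminescence. AC50 values were Hill-modeled after normalizing between DMSO and 100 uM tamoxifen killing.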
# NTMT1 inh: Primary qHTS for Inhibitors of N-terminal methyltransferase 1 (NTMT1): MTaseGlo Assay; Potency, µM (top dose mostly 114 µM), for inactives: at the top dose activity change, negative = inhibition, most hits filed as inhibitors; hit rate 2.5% among 59,000; NTMT1 MTase-Glo SAH luminescence, purified enzyme; N-terminal Xaa-Pro-Lys N-methyltransferase 1 (Homo sapiens), Q9BV86;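 further: potency means the concentration at half of the fitted maximal effect; plate controls were DMSO vehicle for no effect and no enzyme for full effect; nearly all actives have a fitted effect of over 65% in size; many of its hits are not listed in these tables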
# FH mod: Identification of activators of human fumarate hydratase by quantitative high-throughput screening; Fumarate hydratase, mitochondrial (Homo sapiens), P07954; FH coupled MDH/diaphorase resazurin fluorescence, 15 min; Potency, µM (series often up to 79.9 µM), inactives show top-dose activity change, negative = inhibition, most hits filed as inhibitors; hit rate 0.22% among 54,000; further: potency means the concentration at half of the fitted maximal effect; on the % scale 0 is the no-effect control and ±100 the full control effect; the screen sought activators but most active calls are inhibition curves; nearly all actives have a fitted effect of over 45% in size
# Target sequence (P07954 whole entry, looked up): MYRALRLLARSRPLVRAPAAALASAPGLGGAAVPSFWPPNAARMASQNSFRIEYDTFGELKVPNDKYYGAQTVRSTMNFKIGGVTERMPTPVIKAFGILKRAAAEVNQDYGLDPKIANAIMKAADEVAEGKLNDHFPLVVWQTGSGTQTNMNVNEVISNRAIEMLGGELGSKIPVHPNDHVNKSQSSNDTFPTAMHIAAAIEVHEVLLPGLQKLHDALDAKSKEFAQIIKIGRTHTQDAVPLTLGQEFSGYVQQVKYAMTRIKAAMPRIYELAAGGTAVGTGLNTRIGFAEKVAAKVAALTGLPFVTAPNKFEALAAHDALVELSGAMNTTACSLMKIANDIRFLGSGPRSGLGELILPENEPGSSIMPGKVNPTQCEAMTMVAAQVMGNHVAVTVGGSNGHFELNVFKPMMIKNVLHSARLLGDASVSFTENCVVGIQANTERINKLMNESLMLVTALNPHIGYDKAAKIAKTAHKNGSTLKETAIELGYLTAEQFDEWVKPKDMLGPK
# B2AR arrestin ag: qHTS assay of beta-arrestin-biased ligands of beta2-adrenergic receptor: NCGC Sytravon Library Screen | HTLA Tango cells, beta-arrestin recruitment, luciferase luminescence, 18 h | Beta-2 adrenergic receptor (Homo sapiens), P07550 | Potency, µM (highest dose often 46.1 µM), without a hit: top-dose activation, hits mostly activators | 44,000 tested, under 10 active;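 further: potency means the concentration at half of the fitted maximal effect; 0% = DMSO and full agonism = EC100 isoproterenol or metaproterenol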
#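 Tango cell line, 1% FBS DMEM; cpd titration up to 46 microM; 18 hr, 37 degrees C, 5% CO2. Luciferin/ATP substrate mix added, 15 min RT, luminescence. %Activity, CRC fitting, curve-class categorization.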
# * hit, by the source's call; u = inconclusive; x = not tested or not shown; [ ] = remark or other dose. The call rests on the fitted dose curve; in most records, active means well fitted curve in the direction sought with a large enough effect; inconclusive means small, poorly fitted or top-dose-only effect, or another doubt; inactive means no such curve, though single readings can be large; an effect the other way counts as inactive or inconclusive. A portion of the library; the hit share may differ from the screen's.
SMILES,p53null 32C tox,PTAP-TSG101 blk,GALK inh,p53null 39C tox,NTMT1 inh,FH mod,B2AR arrestin ag
CC(C)c1ccc(CNC(=O)c2ccc(N3CCCC3)c(NC(=O)NCc3ccccc3)c2)cc1,12%,-6%,-1%,21%,-5%,-18%,0%
Cc1nc(-c2ccc(S(=O)(=O)N(C)Cc3ccccc3)cc2)co1,-3%,-4%,1%,-22%,u,-6%,-1%
CCc1cccc(C)c1NC(=O)Nc1csc2c1CCCC2,-9%,2%,0%,-14%,15%,3%,0%
COc1ccc2c(C)c(CC(=O)NCCc3ccccc3)c(=O)oc2c1OC,2%,-5%,1%,-12%,x,x,0%
Cc1ccc(-c2nnc(Nc3ccc(Cl)c(Cl)c3)c3ccccc23)cc1S(=O)(=O)N(C)C,8%,6%,0%,9%,19%,-6%,1%
COc1ccc(-n2nc(C(=O)Nc3cc(C)ccn3)c3c4ccccc4n(C)c3c2=O)cc1Cl,6%,-7%,0%,2%,16%,8%,-2%
CCCCOc1ccc(C(=O)N(Cc2nc(-c3ccc(Cl)cc3)no2)C(C)C)cc1,10%,1%,-11%,17%,12%,-26%,0%
COc1cc2c(cc1NC(=O)COc1ccc(Br)cc1)oc1ccccc12,-3%,0%,-14%,34%[activator],1%,-2%,-2%
CCCOc1ccc(CNC(=O)c2cc3oc4ccccc4c3n2C)cc1,-26%,-7%,4%,u,-22%,-12%,0%
CCOc1ccc(NC(=O)Cn2cnc3sc(C)c(S(=O)(=O)N4CCN(c5ccccc5OC)CC4)c3c2=O)cc1,8%,-1%,5%,-21%,4%,-20%,0%
COc1ccc(CCNC(=O)c2nn(-c3ccc(C)cc3)c(=O)c3c2c2ccccc2n3C)cc1OC,12%,2%,2%,5%,8%,8%,u
COc1ccc(C(=O)Nc2cc(C(C)C)c(O)c(S(=O)(=O)c3ccc(Cl)cc3)c2C)cc1,3%,-8%,3%,-12%,-1%,-16%,-2%
CCCn1cc(S(=O)(=O)c2ccc(C)c(C)c2)c(=O)c2cc(F)c(N3CCCCC3)cc21,6%,-1%,2%,4%,13%,-1%,2%
COc1ccc(C(=O)N2CCC(c3ccncc3)CC2)cc1OC,-5%,-4%,2%,11%,-3%,3%,-1%
COc1ccc(CCNC(=O)c2cc3c(-c4ccccc4F)nn(C)c3s2)c(OC)c1,19%,-4%,7%,-22%,-4%,u,-2%
Cc1nn(Cc2noc(C(=O)NC(C)c3ccccc3)n2)c(C)c1Br (centres undefined),12%,-3%,0%,-13%,7%,-13%,0%
CCN(c1ccccc1)c1ncnc2c1cnn2-c1ccc(OC)cc1,u,-3%,0%,-60%,3%,-7%,1%
COc1ccc(CNC(=O)c2cc3c(=O)n(Cc4cccnc4)ccc3nc2C)cc1,4%,-2%,-2%,-6%,-24%,6%,1%
COc1cccc(C(=O)NCCc2csc(-c3cccc(F)c3)n2)c1OC,-10%,1%,0%,-22%,-1%,-24%,0%
Cc1cccc(N2CCN(C(=O)CCn3c(=O)c4cccn4c4cccnc43)CC2)c1C,10%,0%,u,-8%,u,-22%,0%
CCOC(=O)c1cc(S(=O)(=O)Nc2ccc(OC)c(Cl)c2)[nH]n1,-5%,0%,-1%,3%,18%,-3%,-1%
O=c1c2sc3ccccc3c2n(Cc2ccc(Cl)cc2)c(=O)n1Cc1ccco1,7%,-1%,-14%,0%,5%,0%,-1%
COc1ccc(OC)c(S(=O)(=O)N2Cc3ccccc3CC2C(=O)Nc2ccc(C(C)=O)cc2)c1 (centres undefined),-3%,-6%,-9%,5%,0%,-15%,-2%
CCOc1ccc(NC(=O)c2sc3nc4c(c(-c5ccccc5)c3c2N)C(=O)CC(C)(C)C4)cc1,-1%,-2%,-2%,29%,3%,-1%,-1%
COc1cc(OC)c(OC)cc1CN1CCc2nc(N3CCN(c4ncccn4)CC3)ncc2C1,-3%,-6%,1%,-1%,-5%,-13%,1%
Cc1ccc(NC(=O)C(=O)NCC(c2cccnc2)N2CCN(Cc3ccccc3)CC2)cc1F (centres undefined),5%,2%,2%,0%,-4%,-22%,0%
COc1cccc(NC(=O)/C(C#N)=C\c2cn(Cc3ccc(Cl)cc3)c3ccccc23)c1,13%,16%,-15%,-2%,u,-10%,-1%
CC1=C(C(N)=O)C(c2cccc(Br)c2)n2nc(SCc3ccccc3Cl)nc2N1 (centres undefined),2%,3%,0%,0%,11%,1%,0%
Cc1ccc2c(c1)c1c(c(=O)n(Cc3ccccc3)c(=O)n1CC(=O)Nc1ccccc1C)n2C,5%,3%,0%,5%,9%,4%,0%
CC(C)(C)OC(=O)N1CCC(c2c(C(=O)Nc3ccc4c(c3)OCCO4)cnn2-c2ccc(F)cc2)CC1,4%,-9%,-3%,22%,-3%,u,0%
COCCNC(=O)c1ccc2c(c1)N(Cc1cc(C)ccc1C)C(=O)c1ccccc1S2(=O)=O,0%,-2%,-2%,-4%,26%,-8%,-2%
COc1ccccc1N1CCN(c2ccc(=O)n(CC(=O)Nc3ccc(F)c(F)c3)n2)CC1,3%,-9%,-2%,-6%,5%,-9%,-1%
Cc1ccc(Cl)cc1N1CCN(C(=O)Cn2c(-c3cccs3)cc3cc(F)ccc32)CC1,-15%,0%,1%,-2%,13%,-2%,-1%
CCOc1ccc(NC(=O)CN(c2ccc(CC)cc2)S(=O)(=O)c2c(C)noc2C)cc1,-10%,-3%,1%,18%,-5%,0%,2%
COc1ccc(-c2oc3ncn4nc(COc5ccc(Cl)cc5)nc4c3c2-c2ccc(OC)cc2)cc1,1%,-2%,-2%,-1%,6%,u,0%
COc1ccc(-c2noc(CCC(=O)Nc3ccc(C(F)(F)F)cc3)n2)cc1,5%,-2%,-7%,u,1%,-9%,0%
COc1ccc(CCNC(=O)Cn2ccc3cc(S(=O)(=O)N4CCCCC4)ccc32)cc1OC,-7%,-2%,2%,-1%,-6%,-6%,0%
CCN(C(=O)C1CCC(CNS(=O)(=O)c2cccc3nsnc23)CC1)c1ccccc1 (centres undefined),0%,-5%,1%,-8%,u,0%,-1%
CCOC(=O)c1c(Oc2ccc(C(=O)OC)cc2)nnc(-c2ccccc2)c1-c1ccccc1,9%,-4%,3%,2%,3%,-20%,0%
Cc1ccc(S(=O)(=O)c2cn(CC(=O)Nc3ccc(C)c(Cl)c3)c3ccc(C)cc3c2=O)cc1,9%,2%,-14%,-3%,9%,-13%,0%
COc1ccc(C)cc1NC(=O)c1ccc2c(c1)CCN2S(=O)(=O)c1ccc(Cl)cc1,-5%,0%,8%,2%,4%,-13%,-1%
COc1cccc(-c2ccc(-c3noc(-c4ccccc4Br)n3)c(OC)n2)c1,-6%,-4%,0%,-6%,-6%,0%,0%
Cc1sc2c(c1C)c(=O)n(Cc1ccccc1)c(=O)n2CC(=O)N(C)c1ccccc1,10%,-5%,2%,8%,8%,-12%,-2%
CC(=O)Nc1ccc(S(=O)(=O)NCCc2cn3ccsc3n2)cc1,-9%,-8%,-4%,4%,9%,-5%,-1%
COc1cc(CN2CCc3nc(N4CCN(c5ccccc5F)CC4)ncc3C2)ccc1OC(C)C,-3%,2%,2%,11%,12%,-1%,0%
CC1CCN(C(=O)C(C)Sc2nc(-c3ccccc3)cc(C(F)(F)F)n2)CC1 (centres undefined),27%,-3%,2%,17%,-6%,-30%,1%
COc1cccc(Cn2c(CNS(=O)(=O)c3ccc4c(c3)CCCC4)nc3cccnc32)c1,-1%,5%,-1%,6%,15%,-11%,0%
COc1cc(NC(=O)CCCc2nnc3n(CC(C)C)c(=O)c4sccc4n23)cc(OC)c1,2%,0%,5%,u,5%,-4%,1%
CSc1ccc(CNC(=O)C2CCN(c3nnc(-n4cccc4CNc4ccc(C)cc4)s3)CC2)cc1,-2%,1%,-3%,-5%,20%,-17%,1%
COc1ccc(CN2CCN(Cc3cc(=O)oc4cc(C)ccc34)CC2)c(OC)c1OC,-11%,-1%,3%,u,-7%,-21%,0%
Cc1ccc(-c2cc(N)n(Cc3cccc(Cl)c3)n2)cc1,-1%,-4%,-1%,u,u,-15%,1%
CCOc1ccc(NS(=O)(=O)c2cc3c(cc2Cl)NC(=O)CO3)cc1,0%,-7%,0%,2%,u,-11%,1%
CCCN1CCN(CCCNC(=O)Cn2nc(C)n3c(cc4c(OC)cccc43)c2=O)CC1,6%,1%,1%,16%,-1%,-6%,1%
COc1cccc(CN2C(=O)C3(SCC(=O)N3c3cc(C)cc(C)c3)c3ccccc32)c1 (centres undefined),19%,-8%,2%,11%,0%,-16%,0%
COc1cccc2cc(-c3nc(-c4ccc(C)cc4)c(C)s3)c(=O)oc12,7%,14%,-3%,-6%,-1%,-22%,-1%
Cc1cc(=O)n2nc(N(C)CC(=O)NCc3ccccc3C)sc2n1,1%,-4%,7%,15%,-2%,-1%,-3%
Fc1ccccc1-n1ncc2c1ncn1nc(-c3ccccc3Cl)nc21,-18%,-1%,-9%,-29%,-3%,3%,0%
Cc1ccc(CNc2ncnc3c2nc2n3CCCC2)cc1,-12%,-4%,1%,-13%,-21%,2%,-1%
COCCCNC(=O)CSc1nc2c(sc3ccccc32)c(=O)n1CCCC(=O)NCCOC,2%,-5%,-2%,9%,18%,2%,-1%
CC1CCc2nn(CC(=O)Nc3cccc(C(F)(F)F)c3)c(=O)cc2C1 (centres undefined),1%,0%,0%,16%,0%,-1%,0%

# Reformatted tab-delimited: part of the list above.
molecule	p53null 32C tox	PTAP-TSG101 blk	GALK inh	p53null 39C tox	NTMT1 inh	FH mod	B2AR arrestin ag
COc1cccc(CN2C(=O)C3(SCC(=O)N3c3cc(C)cc(C)c3)c3ccccc32)c1 (centres undefined)	19%	-8%	2%	11%	0%	-16%	0%
Cc1ccc(-c2cc(N)n(Cc3cccc(Cl)c3)n2)cc1	-1%	-4%	-1%	u	u	-15%	1%
CCOc1ccc(NS(=O)(=O)c2cc3c(cc2Cl)NC(=O)CO3)cc1	0%	-7%	0%	2%	u	-11%	1%
Cc1ccc(CNc2ncnc3c2nc2n3CCCC2)cc1	-12%	-4%	1%	-13%	-21%	2%	-1%
